Source: PubChem
GPR7 antagonist: human neuropeptides B/W receptor 1 antagonism; P48145; GPR7-expressing cells, fluorescence antagonist assay; inhibition, % at 4.4 µM; 290,000 tested, 1.1% active; AID 1861; in the data active = inhibition above about 16%, passing the limit was not always enough;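 note: cells stimulated with the agonist NPW; 0% = agonist with vehicle and 100% = vehicle without agonist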
pCIP destab: lowers stability of the mouse p/CIP coactivator protein | decrease of EGFP signal, % at 10 µM | 290,000 tested, 0.01% active | F442A p/CIP-EGFP cells, EGFP fluorescence, 16 h | AID 1984 | Q05BA5;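 active = EGFP signal decrease of at least 30% at 10 µM or well 3 SD below plate mean, unless failing retest; inactive = the rest, including hits failing retest or dose response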; note: some compounds called inactive have numbers as strong as hits; many of its hits are not listed in these tables
PHOSPHO1 block: inhibitors of human PHOSPHO1 phosphatase; recombinant PHOSPHO1, absorbance phosphatase assay; Q8TCT1; 290,000 tested, 1.1% active; inhibition, % at 13.3 µM; in the data active = inhibition above about 60%
M18AAP inhibitor: PfM18AAP enzyme inhibition; 290,000 tested, 1.2% active; inhibition, % at 7.35 µM; recombinant PfM18AAP, H-Glu-NHMec fluorogenic cleavage;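 active = inhibition above the campaign mean inhibition over all tested compounds plus 3 SD, cut at about 28% in these data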;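 note: 0% = plate median of test compound wells and 100% = 2 mM ZnCl2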
IMP-1 inhibitor: blocks Pseudomonas aeruginosa IMP-1 metallo-beta-lactamase; purified IMP-1, nitrocefin hydrolysis, epi-absorbance fluorescence; inhibition, % at 5.6 µM; 290,000 tested, 0.45% active;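 active = inhibition above the mean plus 3 SD of all compounds in the same screening run, cut at about 4.5% in these data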;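 note: 0% = IMP-1 with DMSO and 100% = DMSO wells lacking enzyme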
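System: purified recombinant IMP-1 beta-lactamase. Medium: Zinc- and detergent-supplemented HEPES buffer, pH 7.1. Compound: one 5.6 µM dose […]. Schedule: 15 min preincubation plus 25 min reaction at 25 °C. Technique: Epi-absorbance fluorescence, 480 nm excitation, 530 nm emission.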
IDE cell inh: inhibits human insulin-degrading enzyme in HEK cells; inhibition, % at 5.59 µM; P14735; AID 434962; FAbetaB cleavage, fluorescence polarization; 320,000 tested, 0.41% active;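 active = percent inhibition above the average of all tested compounds plus 3 SD, set per screening campaign, cut at about 16% in these data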;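 note: IDE supplied by intact live HEK cells; FP after avidin binding of uncleaved biotin substrate so inhibition keeps polarization high; 0% = DMSO wells and 100% = 60 µM reference IDE inhibitor Ii1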
Target sequence (P14735 whole entry, looked up): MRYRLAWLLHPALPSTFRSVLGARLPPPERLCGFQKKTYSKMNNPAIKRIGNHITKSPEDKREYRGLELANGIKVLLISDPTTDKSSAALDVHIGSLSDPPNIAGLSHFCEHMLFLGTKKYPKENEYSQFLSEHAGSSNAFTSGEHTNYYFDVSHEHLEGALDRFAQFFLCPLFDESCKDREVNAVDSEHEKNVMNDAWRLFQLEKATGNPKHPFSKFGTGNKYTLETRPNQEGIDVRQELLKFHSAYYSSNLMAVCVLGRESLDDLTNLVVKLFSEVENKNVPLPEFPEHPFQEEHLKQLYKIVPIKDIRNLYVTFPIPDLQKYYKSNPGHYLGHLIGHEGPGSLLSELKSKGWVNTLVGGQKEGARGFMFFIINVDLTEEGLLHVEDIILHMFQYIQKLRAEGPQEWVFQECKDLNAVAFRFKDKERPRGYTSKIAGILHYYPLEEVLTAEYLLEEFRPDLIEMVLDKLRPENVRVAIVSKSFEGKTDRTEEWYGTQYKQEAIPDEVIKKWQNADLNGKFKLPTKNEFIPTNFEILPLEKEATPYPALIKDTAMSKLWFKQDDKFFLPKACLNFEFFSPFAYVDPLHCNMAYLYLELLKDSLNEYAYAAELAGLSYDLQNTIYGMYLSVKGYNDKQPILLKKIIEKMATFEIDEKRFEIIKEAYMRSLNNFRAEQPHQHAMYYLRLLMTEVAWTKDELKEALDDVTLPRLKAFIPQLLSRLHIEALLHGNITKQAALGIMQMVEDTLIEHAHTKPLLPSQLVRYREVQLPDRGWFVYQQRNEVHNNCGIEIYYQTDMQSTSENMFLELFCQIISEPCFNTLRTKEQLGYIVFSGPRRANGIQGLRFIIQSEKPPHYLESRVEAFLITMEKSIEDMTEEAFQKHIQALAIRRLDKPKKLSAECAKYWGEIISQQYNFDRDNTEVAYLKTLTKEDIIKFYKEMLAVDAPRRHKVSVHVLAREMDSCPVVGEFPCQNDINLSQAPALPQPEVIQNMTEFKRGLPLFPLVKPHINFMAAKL
NALP1 inh: blocks the NALP1 inflammasome reconstituted in yeast; S. cerevisiae NALP1/ASC/caspase-1 growth, X-gal OD620, 72 h; inhibition, % at 10 µM; 280,000 tested, 0.61% active; in the data active = inhibition mostly above about 24%, no sharp cut-off; inactive = mostly below about 32%; note: some compounds called inactive have numbers as strong as hits
IDE act: IDE (human) activation, cell-based. P14735. HEK cells, FAbeta-B cleavage, fluorescence polarization; 0% vehicle, 100% cell-free pure enzyme wells. activation, % at 5.96 µM. 340,000 tested, 0.073% active;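 active = activation above the mean of all tested compounds plus 3 SD, set per screening campaign, cut at about 17% in these data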
VIM-2 inhibitor: blocks Pseudomonas aeruginosa VIM-2 metallo-beta-lactamase | AID 1527 | inhibition, % at 5.6 µM | purified VIM-2, nitrocefin hydrolysis, epi-absorbance fluorescence | 290,000 tested, 0.89% active;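 active = inhibition above the mean of all tested compounds plus 3 SD, cutoff set per screening run, cut at about 7.5% in these data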;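 note: red hydrolysis product quenches plate fluorescence so inhibitors raise well fluorescence; 0% = enzyme with DMSO and 100% = DMSO without enzyme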
* hit, by the source's call; . = not tested or not shown. Compounds as they come (roughly 5.3% active in at least one column).

SMILES | GPR7 antagonist | pCIP destab | PHOSPHO1 block | M18AAP inhibitor | IMP-1 inhibitor | IDE cell inh | NALP1 inh | IDE act | VIM-2 inhibitor
O=C(c1ccccc1)c1cnc(-c2ccccc2)s1 | 0 | -7 | 20 | -12 | -3.4 | 8 | 5 | 2 | -1.0
Cc1cc2cc(CNC(=O)c3ccc4c(c3)OCO4)ccc2n1C | 12 | -8 | -14 | 18 | -1.0 | 6 | 4 | 0 | -1.6
O=C(Cc1ccccc1F)NCC(=O)Nc1ccccc1Br | -5 | -7 | 23 | -19 | -1.5 | 1 | 17 | -5 | 1.1
CCc1nc(N)c(C#N)c(-c2ccc(F)cc2)c1C | 3 | -12 | 0 | -14 | -4.5 | 7 | 2 | 8 | -6.0
Cn1cc(-c2nc3ccccc3[nH]2)c2ccccc21 | -9 | -6 | -10 | 2 | -2.9 | 0 | -37 | -5 | -5.9
O=C(CCCSc1nc(-c2ccco2)cc(C(F)(F)F)n1)NCc1cccs1 | -13 | -13 | -7 | -7 | -2.5 | -2 | 23 | 0 | -1.0
O=C(CNC(=O)c1ccco1)Nc1ccc(F)c(Cl)c1 | -13 | -5 | 34 | -3 | -2.6 | . | 4 | 8 | -1.8
Cn1nc(C(F)(F)F)c(C(=O)Nc2ccc(C(F)(F)F)cc2)c1Cl | -17 | -4 | 32 | -1 | -2.0 | 6 | -2 | 6 | -1.9
CCOc1ccccc1Nc1nc(-c2sc(NC(=O)c3ccc([N+](=O)[O-])cc3)nc2C)cs1 | -9 | -10 | 12 | 4 | -2.2 | -2 | 0 | . | -2.5
COc1ccccc1NC(=O)Nc1ccc(Br)cn1 | -4 | 0 | 0 | -3 | -3.1 | -2 | -1 | 4 | -4.4
CCC(CC)C(=O)Nc1nnc(SCC(=O)N2CCN(c3ccccc3OC)CC2)s1 | -34 | -16 | 27 | -2 | -3.5 | -5 | 7 | -3 | -0.3
CCNc1nc(Oc2ccc(=O)n(C)n2)nc(N2CCOCC2)n1 | -13 | -8 | 8 | 2 | -3.7 | 0 | . | 10 | -2.8
Cc1cc(=O)[nH]c(-c2ccccc2OC(F)(F)F)n1 | -13 | -4 | -4 | -15 | -1.1 | 1 | 16 | 2 | -1.1
COc1cc(C(=O)Nc2cccc(-n3cnnn3)c2)cc(OC)c1OC | -10 | -2 | 22 | -3 | -2.8 | 10 | 3 | -2 | -2.2
O=C(NCc1ccncc1)C(=O)N/N=C/c1cccnc1 | -4 | -10 | 45 | -2 | -3.5 | 6 | 17 | 3 | -4.7
CCC(=O)Nc1ccc(-c2nc(-c3ccccc3)n(CC(=O)N3CCCCC3)n2)cc1 | -14 | 4 | -14 | -3 | -4.6 | 5 | 17 | 5 | -2.0
O=C(CN(C(=O)CCC(=O)Nc1nccs1)c1ccc(F)cc1)NCCc1ccccc1 | 3 | -8 | 14 | -4 | -4.3 | 7 | 8 | 6 | -2.8
CCOCCCNC(=O)C(NC(=O)CNC(=O)c1ccccc1)c1ccc(OC)cc1 (configuration not stated) | -6 | -1 | . | 0 | -2.1 | 2 | -3 | -3 | 1.5
CCCCn1c(SCC(=O)Nc2cccc(OC)c2)nc2ccc(N3CCOCC3)cc2c1=O | 1 | -6 | -7 | 11 | -2.0 | 13 | 10 | -1 | -7.3
Cc1cc(-c2nnco2)c(C)n1-c1ccccc1 | -9 | -133 | -39 | 1 | -4.2 | 2 | 20 | 2 | -2.8
CN1CCN(C(=S)NC(=O)/C=C/c2cccs2)CC1 | 2 | -15 | 33 | -3 | -2.8 | 4 | 6 | 3 | -3.5
COc1cc(NC(=O)c2ccco2)c(C(=O)O)cc1OC | 0 | 5 | -4 | 0 | -2.1 | 1 | 0 | -5 | -1.8
CCCCN(CCCC)c1nc(-c2ccncc2)nc2ccccc12 | -15 | -10 | 6 | -9 | -2.9 | 1 | 10 | 5 | -0.8
Cc1ccc(C2(C)NC(=O)N(CC(=O)NC(=O)NC(C)(C)C)C2=O)cc1 (configuration not stated) | -7 | -5 | 23 | -4 | -3.2 | 5 | 7 | -3 | -3.4
O=C(CSc1ncnc2sc3c(c12)CCC3)N1CCOCC1 | -4 | -11 | 2 | -1 | -1.4 | 0 | 12 | 0 | 5.7
O=S(=O)(NOCc1ccc(Cl)cc1)c1ccc(Cl)cc1 | 14 | -10 | 40 | -1 | -2.0 | -1 | 9 | 2 | -1.7
CC1=C(C(=O)OC(C)(C)C)C(c2cccc3ccccc23)NC(=O)N1 (configuration not stated) | -12 | -18 | 37 | -9 | 0.5 | 2 | 36 | 0 | -0.5
CCCOc1ccc(S(=O)(=O)n2cc(Br)c(=O)[nH]c2=O)cc1 | -5 | -9 | 16 | -58 | -5.0 | 7 | 7 | -2 | 1.8
O=C(O)CC1(CC(=O)Nc2ccccc2C(=O)c2ccccc2)CCCC1 | -23 | 10 | 14 | 6 | -2.4 | 1 | 15 | 5 | -2.3
COc1cccc(N(CC(=O)NCCSc2ccccn2)S(=O)(=O)c2ccccc2)c1 | -8 | -17 | 28 | 3 | -2.0 | 0 | 4 | 1 | -0.2
CN1CCN(S(=O)(=O)c2cccc(C(=O)Nc3ccccc3N3CCCC3)c2)CC1 | -6 | -22 | 22 | 1 | -1.8 | -1 | 13 | 2 | -0.3
Cc1cc(C)nc(NS(=O)(=O)c2ccc(NC(=S)NC(=O)CC(C)C)cc2)n1 | -3 | 6 | -14 | 2 | -5.0 | 2 | 0 | 3 | -3.6
Cc1noc(COc2ccc(OCc3nc(C)no3)cc2)n1 | -4 | -6 | 22 | 6 | -2.5 | 9 | 16 | -1 | -2.7
C=CCN1CC(O)=C(c2ccccc2)C1=N | 4 | -8 | -16 | -1 | -1.0 | 1 | -5 | 2 | -0.9
O=C(O)c1cc(-c2cccs2)nc2cc3c(cc12)OCCO3 | -4 | -1 | -1 | 0 | -1.8 | -1 | 17 | 2 | -3.3
O=C(/C=C/c1ccc([N+](=O)[O-])cc1)NCc1cccnc1 | 14 | -3 | 10 | -6 | -1.7 | 1 | -5 | 2 | 0.5
NC(=O)c1ccc(NC(=O)COC(=O)/C=C/c2cccs2)cc1 | -9 | 4 | -8 | 5 | -4.5 | 5 | 15 | -7 | -2.7
CCN(CC(=O)Nc1ccc2c(c1)OCCO2)c1nc(-c2cccnc2)nc2ccccc12 | -3 | 5 | 26 | 0 | -2.1 | 2 | -5 | 1 | -1.5
COc1ccc(CN2CCN(c3ccccc3OC)CC2)c(OC)c1 | 3 | 12 | 44 | -2 | 0.5 | 4 | 23 | 2 | 0.0
CCOC(=O)CSC(CC)C(=O)Nc1nnc(CC)s1 (configuration not stated) | -12 | 17 | 46 | 4 | -3.8 | -1 | . | 2 | 0.4
O=c1c(-c2ccco2)[n+]([O-])c2ccccc2n1OCc1ccccc1F | 13 | -10 | 1 | 18 | -1.6 | 4 | 22 | 5 | -2.9
CCOc1ccc(Oc2c(/C=N/NC(C)=O)c(C)nn2-c2ccccc2)cc1 | -4 | -4 | 8 | -8 | 1.1 | 1 | 33 | 5 | -0.1
CCC(C(=O)NCc1ccco1)N(C(=O)CNS(=O)(=O)c1ccc(C)cc1)c1ccccc1F (configuration not stated) | -10 | -9 | 40 | 0 | 0.5 | -1 | 1 | -1 | -0.5
Cc1ccc(-n2ncc3c(NCc4ccco4)ncnc32)c(C)c1 | 0 | -7 | 6 | -7 | -0.9 | -6 | . | -2 | 0.1
c1ccc(-c2cn3c(n2)CCc2ccc4cccnc4c2-3)cc1 | 0 | 20 | 8 | -11 | -1.2 | 0 | 13 | -1 | 0.0
Cc1[nH]c(C)c(S(=O)(=O)NCc2ccc(Cl)cc2)c1C(=O)N1CCCC1 | 3 | -8 | 15 | -11 | -0.7 | 0 | 20 | 0 | -1.3
Cc1c(Cl)c(C(=O)NNC(=S)NCc2ccco2)nn1C | 5 | -7 | -7 | 17 | -1.1 | -5 | -10 | 7 | -0.7
OCCN1CCN(C(c2cccs2)c2ccc3cccnc3c2O)CC1 (configuration not stated) | -2 | 2 | 105* | 15 | -1.0 | . | -21 | . | 0.6
CCN(CC)CCCNC(=O)c1cn(C)c2ccc(S(=O)(=O)N(C)C)cc2c1=O | 1 | -17 | 10 | 13 | -0.6 | -2 | . | -3 | 4.4
Cc1ccc(-c2nnn(CC(=O)N3CCCCC3)n2)cc1 | 1 | 4 | 8 | -4 | 1.0 | 2 | 11 | 8 | 0.2

Additional results follow.
SMILES | GPR7 antagonist | pCIP destab | PHOSPHO1 block | M18AAP inhibitor | IMP-1 inhibitor | IDE cell inh | NALP1 inh | IDE act | VIM-2 inhibitor
COc1cc(CCC(=O)Nc2cccc(C(F)(F)F)c2)cc(OC)c1OC | 8 | -3 | 11 | 3 | -2.5 | 1 | 27 | -3 | -4.2
O=C(CCNS(=O)(=O)c1ccc(Cl)cc1)Nc1ccncc1 | -12 | -14 | 22 | -1 | -1.6 | 1 | 16 | 6 | -2.6
C/C(=N/NC(=O)CNC(=O)c1ccccn1)c1ccccc1 | 1 | -26 | -2 | 16 | -1.2 | 4 | 27 | 2 | -4.7
O=C(O)CCC(NS(=O)(=O)c1ccc(-c2ccccc2)cc1)C(=O)O (configuration not stated) | -6 | 5 | 28 | 13 | -3.0 | 5 | 2 | 7 | -0.6
CCOC(=O)N1CCC2(CC1)C(C#N)=C(N)Oc1c2c(C)nn1-c1cccc(Cl)c1 | 7 | -8 | 19 | -5 | -3.6 | -3 | -7 | 5 | -3.1
Cc1ccc(CN(Cc2ccccc2)C(=S)NCC(=O)NCc2cccnc2)o1 | 5 | 27 | -33 | 19 | -2.2 | 0 | -30 | 8 | -2.1
COc1ccc(NC(=O)CSc2nc(C)cc(C)n2)cc1 | 0 | -1 | -6 | 9 | -0.5 | -2 | -6 | 4 | 1.8
O=C(c1ccco1)N1CCN(c2ncnc3scc(-c4ccc(F)cc4)c23)CC1 | 1 | -3 | -4 | 2 | -4.0 | 1 | 5 | -1 | -3.2
Cc1cccc(C(=O)N[C@H](C(=O)OCc2cc(=O)n3c(n2)sc2ccccc23)C(C)C)c1 | 2 | -12 | -23 | 2 | -1.3 | 3 | 15 | 5 | 0.9
O=C(CSc1ccc(Cl)cc1)NC1=NN(c2ccccc2)C(=O)C1 | -16 | -10 | 23 | -11 | -1.0 | -3 | 2 | 2 | -0.4
O=C(NCc1cccnc1)c1cccc(S(=O)(=O)N2CCCC2)c1 | 0 | -17 | 36 | 0 | -5.7 | 7 | 2 | -3 | -3.3
COCc1cccc(C(=O)NC(c2ccccc2)c2ccccc2)c1 | -4 | 2 | 36 | 1 | -1.3 | -1 | 2 | 1 | -3.1
CN(C)CCCN(C(=O)c1ccc2c(c1)OCCO2)c1nc2cc3c(cc2s1)OCO3 | 4 | -11 | 22 | -3 | -1.0 | -2 | 29 | 0 | 2.0
Cc1cc(SCC(=O)NCC2CCCO2)nc2ccccc12 (configuration not stated) | -8 | -24 | 13 | 0 | 0.8 | 9 | 7 | -7 | -0.1
CCCn1cc(CN2CCC(Cc3ccccc3)(C(=O)OCC)CC2)c(C)n1 | -10 | -13 | 37 | 5 | -2.0 | 0 | 4 | -4 | -0.4
CCOC(=O)N1CCN(S(=O)(=O)c2ccc(OCC(=O)OC)c(C)c2)CC1 | 10 | -4 | 23 | 0 | 0.1 | 8 | . | 0 | -2.5
